# Screens deposited in PubChem by National Center for Advancing Translational Sciences (NCATS).
# IP6K1 inh = IP6K1 kinase inhibition; Q92551; IP6K1 kinase, ADP-Glo luminescence, 2 h; hits give low values; activity change, % (series mostly up to about 58 µM); 140,000 compounds, 0.81% hits; in the data active = activity change below about -25%
#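 ADP-Glo luminescence measures ADP made by human IP6K1 during a 2 h RT reaction with ATP/IP6 (mix at 1.3 mM/130 uM); top library doses 57.5 and 19.1 uM final.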
# NIH3T3 tox = cytotoxic compounds in NIH 3T3 cells. NIH 3T3 viability, CellTiter-Glo ATP luminescence, 48-72 h. Potency, µM (highest dose often 96.7 µM), inactives show top-dose activity change, negative = cytotoxicity, most hits filed as inhibitors. 94,000 compounds, 4.3% hits. AID 1345082; also: potency is read from the fitted curve at half-maximal effect; nearly all actives have a fitted effect of over 55% in size
#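 Luminescent ATP readout (CellTiter-Glo, 10 min RT) after 48 or 72 hr compound exposure of NIH 3T3 cells seeded at 400 cells/well in 1536-well format; quantitative HTS.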
# GPT2 inh = blocks human glutamate pyruvate transaminase 2 | Potency, µM (series often up to 57.7 µM), without a hit: at the highest dose activity change, negative = inhibition, most hits filed as inhibitors | AID 1671188 | Q8TD30 | 100,000 compounds, 0.25% hits | Recombinant GPT2, coupled pyruvate oxidase/HRP Amplex Red fluorescence; also: potency is read from the fitted curve at half-maximal effect; nearly all actives have a fitted effect of over 60% in size; many of its hits are not listed in these tables
# Target sequence (Q8TD30 whole entry, looked up): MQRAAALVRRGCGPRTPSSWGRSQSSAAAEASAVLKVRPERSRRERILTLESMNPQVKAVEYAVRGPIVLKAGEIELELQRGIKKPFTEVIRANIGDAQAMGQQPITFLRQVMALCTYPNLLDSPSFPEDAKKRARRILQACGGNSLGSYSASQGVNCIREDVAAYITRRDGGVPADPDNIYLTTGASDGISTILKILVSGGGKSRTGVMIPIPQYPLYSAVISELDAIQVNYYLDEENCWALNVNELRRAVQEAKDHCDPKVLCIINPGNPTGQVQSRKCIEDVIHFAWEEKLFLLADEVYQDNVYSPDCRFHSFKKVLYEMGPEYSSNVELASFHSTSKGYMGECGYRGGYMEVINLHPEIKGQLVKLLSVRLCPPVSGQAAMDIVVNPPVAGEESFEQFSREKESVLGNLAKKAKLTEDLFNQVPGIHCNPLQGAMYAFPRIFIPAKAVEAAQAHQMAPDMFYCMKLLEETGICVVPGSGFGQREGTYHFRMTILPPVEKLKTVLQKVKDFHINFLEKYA
#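 Inhibition is scored from Amplex Red fluorescence generated when pyruvate oxidase and HRP act on pyruvate released by GPT2. Reactions contain 10ng/uL enzyme, 250uM a-KG and 2mM L-alanine and run 30 min at room temperature.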
# HEK cytotox = kills HEK 293 cells. Potency, µM (titrated, usually from 115 µM), for inactives: top-dose activity change, negative = cytotoxicity, most hits filed as inhibitors. 94,000 compounds, 6.6% hits. HEK 293 viability, ATP luminescence (CellTiter-Glo), 48-72 h. AID 1345083; also: potency is read from the fitted curve at half-maximal effect; nearly all actives have a fitted effect of over 60% in size
#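 Cells seeded first (HEK 293, 250 cells/well), then compound added by pintool. Incubation ran 48 or 72 hr at 37 degree Celsius. CellTiter-Glo was added and luminescence imaged after 10 min at room temperature.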
# HEK293 viab = cell viability loss counter-screen; 150,000 compounds, 0.12% hits; AID 1671193; HEK-293-SNCA-luc viability, GF-AFC fluorescence, 24 h; Potency, µM (highest dose often 57.1 µM), for the others: at the highest dose activity change, negative = cytotoxicity, actives largely listed as cytotoxic;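 also: potency is read from the fitted curve at half-maximal effect; 0% = DMSO-treated cells and -100% = medium-only wells without cells; nearly all actives have a fitted effect of over 30% in size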
#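 Cytotoxicity counterscreen: after 24 h compound treatment of genome-edited SNCA-luciferase HEK-293 cells, live-cell protease substrate GF-AFC read by fluorescence after 30 min; activity scaled between DMSO (0%) and medium-only (-100%), curves Hill-fitted.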
# SNCA expr inhib = inhibitors of alpha-synuclein (SNCA) gene expression; 140,000 compounds, 0.17% hits; Potency, µM (series often up to 57.2 µM), without a hit: at the top dose activity change, negative = inhibition, hits mostly inhibitors; AID 1671194; HEK-293 SNCA-luciferase knock-in, luminescence, 24 h;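 also: potency is read from the fitted curve at half-maximal effect; plate controls were DMSO cells for no effect and cell-free wells for full effect; nearly all actives have a fitted effect of over 45% in size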
# FLuc inh = Photinus pyralis luciferase inhibition; 76,000 compounds, 2.5% hits; Potency, µM (titrated, usually from 115 µM), for inactives: at the top dose activity change, negative = inhibition, hits mostly inhibitors; P08659; purified P. pyralis luciferase, luminescence, biochemical; AID 1347043; also: potency is read from the fitted curve at half-maximal effect; nearly all actives have a fitted effect of over 65% in size
# Target sequence (P08659 whole entry, looked up): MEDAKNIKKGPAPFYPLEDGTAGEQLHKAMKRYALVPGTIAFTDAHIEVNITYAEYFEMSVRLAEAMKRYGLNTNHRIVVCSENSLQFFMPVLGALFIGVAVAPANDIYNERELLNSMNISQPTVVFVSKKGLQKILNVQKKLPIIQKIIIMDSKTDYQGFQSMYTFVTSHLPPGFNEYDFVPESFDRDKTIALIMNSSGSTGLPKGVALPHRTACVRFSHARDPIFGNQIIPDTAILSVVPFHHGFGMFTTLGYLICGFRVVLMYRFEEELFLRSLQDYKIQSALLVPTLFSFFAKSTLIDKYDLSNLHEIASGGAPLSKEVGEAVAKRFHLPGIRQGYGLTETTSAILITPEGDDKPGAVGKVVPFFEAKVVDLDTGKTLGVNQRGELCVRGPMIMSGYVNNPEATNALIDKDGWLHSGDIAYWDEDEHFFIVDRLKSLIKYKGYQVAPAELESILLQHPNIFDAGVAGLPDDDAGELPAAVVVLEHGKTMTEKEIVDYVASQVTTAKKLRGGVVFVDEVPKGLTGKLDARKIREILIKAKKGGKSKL
#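 Purified P. pyralis luciferase (10nM final) in 50mM Tris acetate pH 7.5, 10mM Mg acetate, 0.01% Tween-20, 0.05% BSA with 10uM D-luciferin and 10uM ATP. Compounds titrated qHTS. Luminescence imaged on CCD.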
# Active calls of the source: *; i = inactive; ? = inconclusive; / = not tested or not shown; & = joins results of further samples; ! = repeats disagree; [ ] = another dose, or the depositor's remark. Unless noted, calls follow the shape of the dose curve; as a rule, active = well fitted curve in the direction sought with a large enough effect; inconclusive = small, poorly fitted or top-dose-only effect, or another doubt; inactive = no such curve, though single readings can be large; an effect the other way counts as inactive or inconclusive. Unless noted, % is scaled to controls: 0 for no effect and ±100 for the full control effect. An unsorted share of the library. Share with any hit: about 7.7%.
SMILES,IP6K1 inh,NIH3T3 tox,GPT2 inh,HEK cytotox,HEK293 viab,SNCA expr inhib,FLuc inh
Cc1nn(-c2ccccc2)c2c1C(C(C)C)N(C1CCCN([S+](=O)([O-])c3cccc(C(F)(F)F)c3)C1)C2=O (centres undefined),11.0,-22.0%,/,-9.1%,/,/,/
CC(=O)N1CCCc2cc(S(=O)(=O)N3CCC(N(C)C(C)C)CC3)ccc21,-4.1,/,/,/,10.2%,-6.9%,/
COc1ccc([S+](=O)([O-])N2CCC3(CC2)OCCN(CCc2ccccc2)C3=O)cc1,-3.2,?,1.4%,?,-1.5%,-27.2%,8.9%
CCOc1ccc(NC(=O)CN(C)S(=O)(=O)c2cnc[nH]2)cc1,20.0,/,/,/,-2.8%,3.8%,/
Cc1ccc(CNC(=O)c2cc3sc(Cl)cc3n2C)cc1,-5.0,/,/,/,5.8%,47.5%[activator],/
CCOC(=O)Cn1c(=O)n(CC2CCCO2)c2nc(-c3ccc(OCC)cc3)nc(C(N)=O)c21 (centres undefined),-1.6,/,/,/,7.3%,-3.6%,/
Cc1cccc(N(C)C(=O)CS(=O)(=O)c2cccc3nsnc23)c1,-1.8,/,/,/,0.0%,-29.7%,/
CN1C[C@@H]2[C@H](c3ccccc31)[C@@H](CO)[C@@H](c1ccccc1)N2C(=O)c1ccno1,-15.2,?,/,?,/,/,/
Cc1noc(NS(=O)(=O)c2ccc(NC(=O)COc3ccccc3Br)cc2)c1C,-12.6,/,/,/,-12.1%,-1.4%,/
COCCN1C(=O)c2ccccc2C(C(=O)Nc2ccccc2OC)C12CCCC2 (centres undefined),6.5,-14.9%,i,-1.0%,-20.4%,-14.1%,6.1%
Cc1ccc(C)c(CN2C(=O)C(=O)c3ccccc32)c1,23.7,/,/,/,4.6%,20.9%,/
Cc1noc(C)c1[S+](=O)([O-])N1CCn2cc(C(=O)Nc3ccc(Cl)cc3Cl)nc2C1,4.0,-28.5%,?,?,-6.9%,13.5%,/
COc1ccc(C(=O)N2CCC(N3C(=O)C(OCC4CC4)C34CCCCC4)CC2)cc1 (centres undefined),-1.6,-16.4%,i,?,-3.4%,-9.1%,-0.3%
COc1cccc(NS(=O)(=O)c2ccc3[nH]c4c(c3c2)CCCCCC4)c1,6.8,/,/,/,1.3%,-16.0%,/
O=C(NCc1cccc(F)c1)C1CCN(c2nn3cc(-c4ccc(F)cc4)nc3s2)CC1,2.7,/,/,/,-8.3%,222.5%[activator],/
CCOC(=O)C1CCN(C(c2ccccc2OC)c2c(O)cc(C)n(CCOC)c2=O)CC1 (centres undefined),-10.7,/,/,/,7.0%,12.8%,/
COC(=O)c1ccc(C(=O)OC)c(NC(=O)CN(c2ccccc2)S(=O)(=O)N(C)C)c1,-9.2,/,/,/,?,15.2%,/
COc1ccc(CNC(=O)c2cc3c(-c4ccc(Cl)cc4)nn(C)c3s2)cc1,-9.4,/,/,/,9.7%,-18.2%,/
CCOC(=O)c1ccc(NC(=O)COc2ccc(-c3nnc4n3CCCC4)cc2)cc1,31.8,-10.9%,i,2.3%,11.2%,2.2%,-9.4%
CCOc1ccccc1Nc1sc(C(=O)c2ccccc2)c(N)c1S(=O)(=O)c1ccc(C)cc1,19.8,/,/,/,0.6%,?,/
O=C(NCCn1cccc1-c1nc(-c2ccc3c(c2)OCO3)no1)c1ccccc1F,24.2,-15.3%,-9.4%,-16.3%,-5.2%,137.6%[activator],?
COC(=O)[C@@H]1Cc2ncn(Cc3ccc(Cl)cc3)c2CN1Cc1ccc(C(=O)O)cc1,9.3,?,i,-29.1%,-13.1%,7.6%,-5.1%
CC(=O)N1CCCCN(C(=O)c2cc(-c3ccccc3C(F)(F)F)nc3c2cnn3C)C1,-0.6,-12.1%,/,-3.9%,/,/,/
O=C(NCc1ccc(F)cc1)c1ccc2oc(=O)n(Cc3ccccc3)c2c1,4.0,/,/,/,-12.1%,-25.4%,/
CCOc1ccc(CNC(=O)Cn2c(=O)c3cccn3c3ccccc32)cc1,-3.8,/,/,/,27.1%,-2.8%,/
# More structures.
SMILES,IP6K1 inh,NIH3T3 tox,GPT2 inh,HEK cytotox,HEK293 viab,SNCA expr inhib,FLuc inh
O=C(COc1ccc(-c2nnc3n2CCCC3)cc1)Nc1cccc(F)c1,0.4,-25.8%,i,-15.6%,6.0%,0.5%,-2.0%
CN(Cc1cccn1C)C(=O)Cc1ccc(F)cc1,-1.9&10.3,-13.1%&-20.0%[138 µM],2.3%[88.5 µM],0.6%&-17.8%[172 µM],-1.6%&-7.3%[87.6 µM],1.6%&-3.9%[87.6 µM],-4.6%&-0.7%[172 µM]
COc1ccc(-n2nc(C)c([C@@H]3C=C[C@@H](NC(=O)NC4CCCCC4)C3)c2C)cc1,4.1,?,-1.9%[88.5 µM],?,-26.5%[87.6 µM],9.9%[87.6 µM],?
CCN(CC)C(=O)[C@@H](C)C1CC[C@@]2(C)CC[C@H](NC(=O)c3ccc(OC)cc3)[C@@H](C)[C@@H]2[C@H]1O (some centres undefined),4.5,-49.2%,-28.0%,?,-8.1%,-27.3%,-11.9%
O=C(C1CC1)N1C[C@@H]2OCC(=O)N(CC3CC3)[C@@H]2C1,3.2,-3.3%[230 µM],4.0%[88.5 µM],-0.4%[230 µM],17.6%[87.6 µM],?,-5.3%[230 µM]
CCN(C(=O)CSc1nc2ccccc2n1CC(=O)N(C)C1CCCCC1)c1ccccc1,0.3,/,/,/,?,?,/
COCCn1c(SCC(=O)c2c[nH]c3ccccc23)nc2cc(C(=O)NC(C)C)ccc2c1=O,-1.1,/,/,/,2.2%,-17.8%,/
COc1cccc(N2CC(NC(=O)c3ccc(S(=O)(=O)N4CCCCC4)cc3)CC2=O)c1 (centres undefined),19.7,/,/,/,-9.8%,-19.9%,/
CCN1c2cc(C(=O)Nc3ccc(Cl)c(Cl)c3)ccc2C(=O)N2CCCCC21 (centres undefined),-22.4,?,i,?,27.3%[12.5 µM],-7.6%,-7.0%
CC(=O)OC1CC2C(C)(C)C(=O)C=CC2(C)C2CC(=O)C3=C(CCC3C3=CC(O)OC3=O)C12C (centres undefined),2.1,/,i,/,-8.5%[23.9 µM],/,/
Cc1cccc(C(=O)N2CCC(C3CCN(S(C)(=O)=O)CC3)C2)c1 (centres undefined),1.9,-23.7%,1.5%,-25.2%,5.7%[12.5 µM],6.0%,-6.9%
CCOC(=O)C1(Cc2cccc(OC)c2)CCCN(Cc2cnc[nH]2)C1 (centres undefined),5.6,i,2.3%,2.1%,-2.5%,16.5%,1.5%
CS(=O)(=O)N1CCN(C(=O)Cn2nc3c(cc2=O)CCCCC3)CC1,-2.7,i,2.5%,8.0%,9.3%,-21.4%,9.3%
CNC(=O)c1cc(C)nc2onc(C3CCCN([S+](=O)([O-])c4ccc(C)cc4)C3)c12 (centres undefined),0.9,-19.9%,/,0.4%,/,/,/
CCCCN(C)S(=O)(=O)c1ccc(C(=O)Nc2ccc(-c3nc4ccc(C)cc4s3)cc2)cc1,3.9,/,/,/,9.4%,76.7%[activator],/
COCC(=O)NC1CCC12CCN(C(=O)c1ccc(OC)cc1)CC2 (centres undefined),-9.2,-11.8%,2.6%,-9.1%,-7.4%,5.0%,-0.1%
COC[C@@H]1CN(Cc2cc(C)nn2C)C[C@H]1c1nc(C)no1,4.8,0.3%,i,i,-1.8%,?,3.7%
CCOC(=O)c1c(Oc2ccc(OC)cc2)nnc(-c2ccccc2)c1-c1ccccc1,-1.8,/,/,/,-14.3%,?,/
C[C@@H]1CN(C2(C(=O)N[C@@H](C)C(N)=O)Cc3ccccc3C2)C[C@H](C)O1,10.0,-2.2%,0.9%,-0.5%,-0.2%,-18.6%,2.7%
Cn1c(=O)oc2cc(S(=O)(=O)N3CCCC(C(=O)NCCc4ccc(Cl)cc4)C3)ccc21 (centres undefined),-14.8,/,/,/,-5.8%,12.2%,/
CCn1nc(-c2ccccc2)c(-c2ccccc2)c(C(=O)Nc2ccc(NC(C)=O)cc2)c1=O,9.8,/,/,/,-8.2%,-19.6%,/
O=C(c1ccsc1)N1CCC(c2nc(C3CCOCC3)no2)CC1,2.2,-13.4%,i,-15.7%,20.9%,33.0%[activator],-9.8%
CCOc1ccc(-c2nc(CSCC(=O)NCCc3ccc(OCC)c(OCC)c3)c(C)o2)cc1,-24.6,/,/,/,-22.4%,?,/
COc1ccc(-c2onc(C)c2C(=O)NCc2cccs2)cc1,9.0,?,-6.9%,?,-24.2%,?,-8.2%
CN1CCN(c2ncnc3c2CN(C2CCCCC2)C(=O)CN3C)CC1,7.5,-14.3%,?,-1.7%,2.4%,-3.7%,/
# The list continues:
SMILES,IP6K1 inh,NIH3T3 tox,GPT2 inh,HEK cytotox,HEK293 viab,SNCA expr inhib,FLuc inh
COc1ccc(-c2cc(C(=O)NCCc3ccc(Cl)cc3)c3cnn(C)c3n2)cc1,12.6,-12.4%,1.3%,-6.7%,7.0%,-8.4%,/
Cc1cccnc1CN(C)C(=O)c1ccc2nc(-c3ccccc3)cn2c1,-14.1,?,-6.1%,?,1.0%,1.3%,?
COCCC(=O)NCCC1CCN(C(=O)Nc2ccccc2F)CC1,-7.4,-9.9%,-2.5%,0.4%,4.9%,8.3%,0.0%
COc1cccc(C(=O)N2CC3(Cc4ccccc4CN3[S+](C)(=O)[O-])C2)c1,-14.6,-8.1%,2.0%,i,-10.0%,7.1%,7.8%
CN(Cc1ccc(CCN)cc1)Cc1cccc(-n2cccn2)c1,22.9,?,-3.8%,?,-23.7%,40.0%[activator],-14.0%
Cc1nc(-c2cn(C3CCCN(C(=O)c4ccc(C)s4)C3)nn2)no1 (centres undefined),2.2,-15.0%,i,6.1%,-9.9%,-12.1%,4.2%
CCc1nc2c(c(-c3ccc(Cl)cc3)n1)CN(S(=O)(=O)c1ccccc1)CC2,-1.7&-7.7,20µM*!,0.5%&0.0%,4.6%,-2.4%&-16.3%,-3.6%&-28.9%,4.0%
CCc1cccc(NS(=O)(=O)c2c(C)nc3sc(CC)nn3c2=O)c1,0.3,/,/,/,-4.3%,0.8%,/
